From PubChem
Gli-Sufu block: antagonists of Gli-Sufu signaling; inhibition, % at 5 µM; Sufu-KO-LIGHT fibroblasts, Gli luciferase reporter luminescence; AID 588413; actives 0.74% (n = 340,000);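 active means inhibition above about 55%, limit read from the data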;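 further: 0% = DMSO-treated cells and 100% = wells with medium but no cells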
CCR6 antag: antagonists of human CCR6 receptor | P51684 | CHO-K1 CCR6 PathHunter beta-arrestin, luminescence, CCL20-stimulated | inhibition, % at 20 µM | actives 0.49% (n = 340,000) | AID 493098;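 active means compounds whose inhibition of the agonist-driven luminescence signal at 20 µM reaches about 50%, limit read from the data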;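 further: cells stimulated with CCL20 at 14 nM final; plate controls were DMSO with CCL20 for no effect and DMSO without agonist for full effect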
697 NFkB inh: lowers PMA/ionomycin-induced NF-kB signal in 697 B cells; actives 0.33% (n = 330,000); inhibition, % at 4 µM; 697 B-cell NF-kB luciferase reporter, 16 h; AID 435022; in the data active means inhibition above about 35%
UBC13 inh: human UBC13 polyubiquitination inhibition; P61088; UBC13 polyubiquitin chain formation, TR-FRET; inhibition, % at 20 µM; actives 0.47% (n = 330,000); AID 485273; in the data active means inhibition above about 45%, passing the limit was not always enough
Target sequence (P61088 whole entry, looked up): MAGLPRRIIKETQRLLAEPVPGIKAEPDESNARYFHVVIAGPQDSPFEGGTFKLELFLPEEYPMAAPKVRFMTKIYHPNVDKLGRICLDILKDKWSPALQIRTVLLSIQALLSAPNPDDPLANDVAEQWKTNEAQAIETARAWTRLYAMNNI
APJ antagonist: blocks the human apelin receptor APJ; CHO-K1 APJ beta-arrestin complementation, luminescence; actives 0.32% (n = 330,000); inhibition, % at 20 µM; AID 2521;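 active means inhibition above about 40% at 20 µM, limit read from the data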;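 further: cells challenged with 10 nM apelin-13 agonist together with compound; plate controls were apelin-13 plus DMSO wells for no effect and DMSO wells lacking apelin-13 for full effect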
Target sequence (P35414 whole entry, looked up): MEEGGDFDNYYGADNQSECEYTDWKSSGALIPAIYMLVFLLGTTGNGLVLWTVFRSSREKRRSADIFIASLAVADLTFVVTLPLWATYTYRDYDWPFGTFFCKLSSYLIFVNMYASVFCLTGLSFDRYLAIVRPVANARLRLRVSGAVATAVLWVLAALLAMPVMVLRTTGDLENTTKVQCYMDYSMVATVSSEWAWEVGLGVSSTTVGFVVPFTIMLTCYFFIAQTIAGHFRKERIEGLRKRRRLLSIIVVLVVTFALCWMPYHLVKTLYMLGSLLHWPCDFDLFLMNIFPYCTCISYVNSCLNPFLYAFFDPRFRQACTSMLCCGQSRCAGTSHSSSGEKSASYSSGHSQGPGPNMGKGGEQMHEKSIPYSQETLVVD
Jurkat NFkB inh: lowers PMA/ionomycin-induced NF-kB signal in Jurkat cells. PMA/ionomycin-induced NF-kB luciferase reporter, luminescence. inhibition, % at 4 µM. actives 0.53% (n = 330,000); in the data active means inhibition above about 50%
CXCR6 block: CXCR6 (human) receptor inhibition | CHO-K1 PathHunter CXCR6 beta-arrestin, luminescence | inhibition, % at 20 µM | actives 0.36% (n = 360,000) | AID 602244; in the data active means inhibition above about 34%, passing the limit was not always enough;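 further: antagonist mode with CXCL16 agonist at 10 nM final; 0% = 10 nM CXCL16 with DMSO and 100% = unstimulated wells without agonist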
Target sequence (O00574 whole entry, looked up): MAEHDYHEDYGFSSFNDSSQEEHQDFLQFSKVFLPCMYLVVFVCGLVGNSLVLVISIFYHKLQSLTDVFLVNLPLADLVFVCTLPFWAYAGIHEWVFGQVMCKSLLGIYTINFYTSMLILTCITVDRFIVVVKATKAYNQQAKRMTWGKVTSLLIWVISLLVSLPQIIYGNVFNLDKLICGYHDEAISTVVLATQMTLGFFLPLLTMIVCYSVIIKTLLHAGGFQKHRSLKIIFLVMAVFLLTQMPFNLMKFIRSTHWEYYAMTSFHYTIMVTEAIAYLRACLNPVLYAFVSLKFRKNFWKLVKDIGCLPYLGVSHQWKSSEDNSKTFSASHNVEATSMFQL
EBI2 block: EBI2 (human) antagonism. P32249. EBI2 beta-arrestin recruitment, luminescence, 7a,25-OHC stimulated. inhibition, % at 5 µM. actives 0.81% (n = 360,000); in the data active means inhibition above about 38%;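 further: enzyme fragment complementation signal reports receptor beta-arrestin coupling in cells; 0% = agonist plus DMSO wells and 100% = wells without agonist; some results beyond the cut were filed as inactive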
Numbers without * were called inactive; · = not tested or not shown.

The line under a structure holds: Gli-Sufu block	CCR6 antag	697 NFkB inh	UBC13 inh	APJ antagonist	Jurkat NFkB inh	CXCR6 block	EBI2 block
CCc1noc(C)c1C(=O)NCCc1ccc(F)cc1
  1	-5	-9	1	13	-8	-1	-2
OC(CNCCC1C=Nc2ccccc21)Cn1c2ccc(Cl)cc2c2cc(Cl)ccc21 (centres undefined)
  -2	-14	·	·	·	·	-13	-6
O=C(O)/C=C\C(=O)Nc1cc(O)ccc1[N+](=O)[O-]
  2	25	7	-28	33	4	8	0
CCOc1ccccc1N(C)C(=O)Cn1ncc2c([nH]c3ccc(C)cc32)c1=O
  -35	3	-15	-4	-1	10	1	-26
O=S(=O)(N1CCCCCC1)N1CCNCC1
  24	-4	-1	1	11	0	3	-3
Cc1ccc(-n2ncc3c2CC(C)(C)CC3NC(=O)CCN2CCCO2)cc1 (centres undefined)
  11	1	-3	-5	3	15	-1	4
O=C(O)C1=C[C@H](c2ccccc2)C[C@H](OCc2ccc(CO)cc2)O1
  3	8	20	-5	1	15	-17	-5
O=C(NC12CC3CC(CC(C3)C1)C2)C12CC3CC(C1)CC(n1cnc(Cl)n1)(C3)C2
  6	8	-33	7	12	-5	4	-6
COc1ccc(NC(=O)C23CC4CC(C2)CC(c2ccccc2)(C4)C3)c(OC)c1
  10	16	2	-1	14	-12	-3	6
COc1cc(CNC(=O)CCCCCCC(C)C)ccc1O
  -14	11	-29	4	4	-3	-3	-4
Cc1ccc(C2(c3noc(CN4CCC(C(=O)N5CCOCC5)CC4)n3)CCCC2)cc1
  3	5	12	21	6	4	-3	-3
CNC[C@@H]1Oc2ccc(NC(=O)Nc3c(C)noc3C)cc2CC(=O)N([C@H](C)CO)C[C@H]1C
  -10	5	11	-11	-2	1	-4	-15
CCN(c1ccccc1)S(=O)(=O)c1ccc2c(c1)CCCN2C(C)=O
  0	8	6	3	1	7	-3	-6
O=C1CCCN1C(=O)COc1ccc([N+](=O)[O-])cc1
  -10	9	16	2	-56	16	-1	4
Cc1ccc(C(=O)COC(=O)c2ccco2)cc1C
  0	1	2	6	-14	10	-1	-8
O=C(N/N=C/c1c[nH]c2ccc(Br)cc12)c1ccn(Cc2ccc(Cl)cc2Cl)n1
  7	-6	-11	-8	-8	-11	-3	3
C=CCn1c(SC(C)C(=O)NC2CC2)nnc1-c1ccoc1C (centres undefined)
  -5	6	19	2	12	13	1	6
Cc1ccc(C2=Nc3ccc(Br)cc3C(c3ccncc3)=NN2)cc1
  -9	18	-18	-7	-3	-3	2	11
Cn1c(=O)c(C(=O)COC(=O)c2cc(C3CC3)nc3ccccc23)c(N)n(Cc2ccccc2)c1=O
  27	19	-30	-15	12	7	·	·
CC(C)[C@H](NC(=O)N1CC(=O)Nc2ccccc21)C(=O)N[C@@H](Cc1ccccc1)C(=O)O
  6	2	20	5	4	-2	3	2
O=S(=O)(CCN1CCCCC1)CCS(=O)(=O)CCN1CCCCC1
  -29	7	·	·	·	·	-1	1
Cc1ccc(C2=CC(c3ccc(C)cc3)n3ncnc3N2)cc1 (centres undefined)
  -7	-11	3	32	-83	-4	-6	18
Cc1nc2cc(Cl)ccc2n1-c1ccccc1
  -2	4	-5	-11	-2	-12	6	6
C/C(=N\NC(=O)c1cc(-c2ccncc2)nc2ccccc12)c1ccc(N2CCOCC2)cc1
  0	9	9	-5	-2	6	-1	-9
COc1ccc(/C=C/C(=O)Nc2ccccc2C(F)(F)F)cc1OC
  21	-2	15	0	5	-7	6	1
CCN(CC)C(=O)c1ccc(NS(=O)(=O)c2ccc3[nH]c(=O)[nH]c3c2)cc1
  -4	0	-7	0	8	-7	-2	-5
CCOC(=O)C1=C(Nc2ccc(Br)cc2)CC(C)(O)C(C(=O)OCC)C1c1ccccc1 (centres undefined)
  -6	3	13	12	21	10	2	2
CCCC(C)C(=O)Nc1cc([N+](=O)[O-])ccc1Cl (centres undefined)
  2	12	12	4	3	9	9	3
O=C(CN1CCCC1)NCC(=O)Nc1ccc(F)cc1
  20	-10	10	2	5	-12	2	20
CN(Cc1cccc(F)c1)C(=O)Cc1ccc(S(=O)(=O)N2CCOCC2)s1
  -4	-1	3	1	9	5	3	-5
CN1CCN(C(=O)NC2CCCCC2)CC1
  -3	9	3	-1	-4	-1	2	-6
COC(=O)c1cc2ccccn2c2c(C(=O)OC)c(C(=O)OC)cc1-2
  -26	19	9	-382	10	0	11	-2
O=C1CCCc2c1oc1c2CCCC1
  2	-8	·	·	·	·	-6	-4
CN(C)CCCOC(=O)c1ccc(Cl)cc1Cl
  4	6	-22	-4	-4	2	5	-8
COc1ccccc1C(=O)NCCCn1cc(Br)c(C)n1
  9	4	-8	6	13	-13	5	3
CC(=O)Nc1nc(N)n(-c2ccccc2)n1
  3	-11	16	-4	-14	6	-16	-7
CCC(Sc1nc2cc(OC)c(OC)cc2c(=O)n1Cc1ccc(OC)cc1)C(=O)NCCOC (centres undefined)
  -8	-1	9	-13	-5	-1	-1	0
COc1ccc(S(=O)(=O)N(C)CC(=O)N2CCOCC2)cc1
  -1	18	7	-7	-12	-8	-8	0
COc1ccc(-c2csc(NCCn3c(C)nc4cc(C(F)(F)F)ccc43)n2)cc1
  8	-4	0	6	18	1	8	12
Cc1c(C(=O)NNS(=O)(=O)c2ccccc2)sc(=S)n1C
  2	-6	5	-7	-10	1	-8	-9
CCCNS(=O)(=O)c1cc(Cl)ccc1OC
  -13	4	3	4	16	-15	-12	-4
O=C(O)C(CC1CCCCC1)N1CCS(=O)(=O)CC1 (centres undefined)
  8	5	25	2	11	13	0	-5
COc1ccc(NC(=O)c2sc(SCc3ccccc3)nc2N)cc1
  -3	6	4	3	3	-15	2	88*
N/C(=N\OC(=O)COc1ccc2ccccc2c1)c1ccncc1
  -13	7	-27	5	15	-14	-11	20
CCCCn1nnnc1SCC(=O)NNC(=O)c1ccco1
  -3	16	12	-9	-26	-8	3	-14
Cc1ccc(C(C(=O)NC2CCCC2)N2CCc3ccccc32)cc1 (centres undefined)
  5	8	3	-1	5	-4	-1	2
O=C(NCCSCc1ccccc1)c1ccc(Cl)c(S(=O)(=O)N2CCOCC2)c1
  -5	15	6	5	-29	-11	-3	-6
CCOC(=O)CSc1nc(N)c(C#N)cc1C#N
  -11	-4	1	3	0	-15	7	-4
O=C(O)c1ccc(CN2C(=O)c3ccc(C(=O)O)cc3C2=O)cc1
  7	15	6	-6	8	-9	6	-5
CN1C(=O)C(=O)/C(=C(/O)c2ccccc2)C1c1ccc(Br)cc1 (centres undefined)
  -3	-6	2	-10	2	1	-2	2
CC(C)C[C@@H]1NC(=O)[C@H](Cc2ccc(O)cc2)NC(=O)c2cc([N+](=O)[O-])cc(I)c2NCCC[C@@H](C(N)=O)NC1=O
  -13	25	18	-36	-21	3	17	4
CC1CC2OC(=O)C3(C)CCCC(C)(C23)C1(O)CCc1ccoc1 (centres undefined)
  11	9	3	2	-16	-8	3	0
Cc1cc(C)n(CC(O)Cn2c3ccccc3c3ccccc32)n1 (centres undefined)
  -4	5	1	10	9	2	-1	17
CCOC(=O)N1CCN(C(=O)CN(c2cc(C(F)(F)F)ccc2Cl)S(C)(=O)=O)CC1
  2	-8	14	1	-2	20	-6	-6
Cc1ccc(C(=O)CCCn2nnc(-c3cccnc3)n2)cc1C
  -26	9	12	5	6	12	-2	-1
CCNC(=S)NNC(=O)c1csc(C(C)C)c1
  -13	10	-53	-1	1	-43	10	2
Cc1oc(-c2ccc(Cl)cc2)nc1CN1CCCC(C(=O)NC2CC2)C1 (centres undefined)
  10	4	-2	-2	8	10	1	4
CC1CCCC(NC(=O)COC(=O)c2cc(S(=O)(=O)N3CCOCC3)ccc2F)C1C (centres undefined)
  0	0	-1	-2	-9	-12	0	-11
CC/C(=N\Nc1nncc2ccccc12)c1ccc(F)cc1
  -24	16	-31	-4	12	-32	-2	11
O=c1sc2ccccc2c(N2CCCCC2)c1[N+](=O)[O-]
  17	7	18	-11	11	-30	-1	-6

Results in EBI2 block, CXCR6 block and CCR6 antag, for 2 of the compounds above:
canonical_smiles | EBI2 block | CXCR6 block | CCR6 antag
CN(Cc1cccc(F)c1)C(=O)Cc1ccc(S(=O)(=O)N2CCOCC2)s1 | -5 | 3 | -1
O=C(O)C(CC1CCCCC1)N1CCS(=O)(=O)CC1 (centres undefined) | -5 | 0 | 5

Next entries:
The line under a structure holds: Gli-Sufu block	CCR6 antag	697 NFkB inh	UBC13 inh	APJ antagonist	Jurkat NFkB inh	CXCR6 block	EBI2 block
Cc1ccc[n+](CC(=O)Nc2ccc(C)c(C)c2)c1
  -2	4	-23	-4	5	-10	-3	2
COc1ccccc1-c1ccc(SCc2ccccc2F)nn1
  -32	28	-33	-2	6	-33	2	6
CCOC(=O)C1(C(=O)OCC)NC(=O)CC1CC (centres undefined)
  1	4	·	·	·	·	4	-4
COc1ccc(CCC(=O)NNC(=S)NCc2ccc(F)cc2)cc1
  5	9	0	16	11	-2	1	-10
O=C1Nc2ccccc2C1=Nc1ccc(Br)cc1
  2	69*	-10	-16	63*	-3	42*	16
Cc1ccc([C@@H]2[C@@H]3C(=O)N(c4ccccc4)C(=O)[C@@H]3[C@]3(C)C(=O)N(CC4CC4)CC(=O)N23)o1
  -7	5	-1	2	8	-1	-2	-11
Cc1ccc(OCC(=O)N2CCCCCCC2)cc1C
  -11	19	-27	-6	-6	1	5	6
CCCSc1nnc(Cn2c(=O)sc3ccccc32)n1-c1ccccc1
  0	14	-24	2	-27	9	-1	-2
COc1ccc(C(=O)NC(C)c2ccc(-n3ccnc3)cc2)c(OC)c1OC (centres undefined)
  4	1	-1	2	17	4	-6	4
CCC(c1nnnn1Cc1ccc2c(c1)OCO2)N1CCN(c2ccc(F)cc2)CC1 (centres undefined)
  -8	10	6	7	11	-4	6	0
O=C(N/N=C\c1cccc(F)c1)c1ccc(Cn2cc(Br)c([N+](=O)[O-])n2)o1
  -4	7	11	12	7	10	-3	1
CC(C)Oc1cccc(C(=O)NC(=S)Nc2ccccc2)c1
  -38	34	-155	8	28	-133	21	9
CCN(CCC(=O)O)c1ccccc1
  29	1	28	8	-27	6	-2	-9
O=C(CCCOc1ccccc1)Nc1cc(S(=O)(=O)N2CCOCC2)ccc1N1CCOCC1
  -30	11	3	4	-5	4	-4	-5
CCOC(Cn1cc(C)c(=O)[nH]c1=O)OCC
  0	-2	6	-8	-5	2	-3	-9
O=C(NC(Cc1c[nH]c2ccccc12)C(=O)O)c1ccco1 (centres undefined)
  -7	4	-24	-3	-19	-7	-1	5

Random draw from the library. Share with any hit: about 3%.
